# POLK inh = DNA polymerase kappa (human) inhibition. AID 588579. Potency, µM (highest dose often 107 µM), inactives show top-dose activity, negative = inhibition, most hits filed as inhibitors. purified Pol kappa, fluorescent DNA synthesis assay, 10 min. 400,000 tested, 0.53% active; further: potency means the concentration at half of the fitted maximal effect; on the % scale 0 is the no-effect control and ±100 the full control effect
#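 Here, compound and 10 nM enzyme are combined for 15 min at room temperature; adding 50 nM substrate (final) starts DNA synthesis, tracked by fluorescence at 0 and 10 min against buffer-only wells.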
# POLH inh = inhibitors of human DNA polymerase eta | recombinant Pol eta, fluorescent DNA replication assay | Potency, µM (highest dose often 114 µM), for inactives: at the top dose activity change, negative = inhibition, actives largely listed as inhibitors | 390,000 tested, 1.2% active; further: potency means the concentration at half of the fitted maximal effect; on the % scale 0 is the no-effect control and ±100 the full control effect
# Target sequence (Q9Y253 whole entry, looked up): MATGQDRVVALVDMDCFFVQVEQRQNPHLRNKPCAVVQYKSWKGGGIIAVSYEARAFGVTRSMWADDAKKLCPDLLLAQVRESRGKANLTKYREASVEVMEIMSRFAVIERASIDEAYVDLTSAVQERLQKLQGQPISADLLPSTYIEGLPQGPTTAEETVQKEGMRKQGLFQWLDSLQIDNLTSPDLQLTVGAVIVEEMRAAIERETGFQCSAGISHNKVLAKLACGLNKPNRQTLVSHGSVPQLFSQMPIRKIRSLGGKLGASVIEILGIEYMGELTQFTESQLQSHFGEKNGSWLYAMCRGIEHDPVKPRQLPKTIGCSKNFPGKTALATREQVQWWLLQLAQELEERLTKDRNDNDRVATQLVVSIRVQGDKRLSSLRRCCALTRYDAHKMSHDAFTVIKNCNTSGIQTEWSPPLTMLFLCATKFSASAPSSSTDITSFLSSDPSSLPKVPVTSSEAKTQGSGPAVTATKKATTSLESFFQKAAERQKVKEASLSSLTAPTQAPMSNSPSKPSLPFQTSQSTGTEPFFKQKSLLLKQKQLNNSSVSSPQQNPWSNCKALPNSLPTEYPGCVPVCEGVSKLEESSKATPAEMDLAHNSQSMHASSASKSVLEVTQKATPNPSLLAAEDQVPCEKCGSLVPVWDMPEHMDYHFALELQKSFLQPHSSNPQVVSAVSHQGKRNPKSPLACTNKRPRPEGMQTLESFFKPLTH
#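 Fluorescent replication assay: 50 nM final substrate added after a 15 min room-temperature compound preincubation with 10 nM enzyme. Signal taken at 0 min and again at 10 min.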
# LDHA block = inhibitors of human lactate dehydrogenase A; P00338; 480,000 tested, 0.15% active; purified LDHA, NADH/diaphorase-resazurin fluorescence; stronger effect = lower value; AID 1347041; activity change, % (values are at about 110 or 230 µM); in the data active means activity change below about -30%; inconclusive means mostly about -25% to -30%;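 further: plate controls were DMSO wells for no effect and wells without enzyme for full effect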
#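 Enzyme activity of human lactate dehydrogenase 5 (2 nM; 0.06 mM NADH, 0.2 mM pyruvate, 5 min, RT) is measured via a resazurin/diaphorase fluorescence readout of residual NADH.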
# ALOX12 inh = blocks human arachidonate 12S-lipoxygenase | P18054 | purified 12hLO, xylenol orange hydroperoxide absorbance | Potency, µM (top dose mostly 108 µM), without a hit: top-dose activity change, negative = inhibition, usual class: inhibitors | 580,000 tested, 1.1% active; further: potency means the concentration at half of the fitted maximal effect; on the % scale 0 is the no-effect control and ±100 the full control effect
#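 Hydroperoxide product was detected by ferrous iron/xylenol orange as the 573 to 405 nm absorbance ratio. Arachidonic acid at 40 uM (final) was turned over for 30 min at room temperature by 150 nM human 12hLO, pH 7.0 Hepes buffer, after 15 min compound preincubation.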
# POLB inh = DNA polymerase beta (human) inhibition | Potency, µM (series often up to 114 µM), inactives show top-dose activity change, negative = inhibition, most hits filed as inhibitors | AID 485314 | 340,000 tested, 1.3% active | Pol beta primer extension/strand displacement, fluorescence kinetic; further: potency means the concentration at half of the fitted maximal effect; on the % scale 0 is the no-effect control and ±100 the full control effect
#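 Pol beta (10 nM) and compounds were preincubated 15 min at room temperature, then 50 nM substrate (final) started primer extension/strand displacement. Reads were taken at 0 and 10 min; concentration-response data were fitted to a four-parameter Hill equation.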
# Anesthetic bind = candidate novel general anesthetic via apoferritin binding; P02791; apoferritin/1-aminoanthracene competitive binding, fluorescence; Potency, µM (titrated, usually from 77.5 µM), without a hit: at the highest dose activity change, negative = displacement, actives largely listed as inhibitors; 350,000 tested, 0.074% active; AID 485281; further: potency means the concentration at half of the fitted maximal effect; on the % scale 0 is the no-effect control and ±100 the full control effect; nearly all actives have a fitted effect of over 20% in size
# Target sequence (P02791 2-175 limits assumed): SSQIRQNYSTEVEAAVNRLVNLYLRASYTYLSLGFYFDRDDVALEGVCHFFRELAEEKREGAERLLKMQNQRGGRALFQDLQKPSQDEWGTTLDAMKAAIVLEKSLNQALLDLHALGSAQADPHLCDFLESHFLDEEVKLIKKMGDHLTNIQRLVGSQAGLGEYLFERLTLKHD
#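 Read-out: endpoint 1-AMA fluorescence, excitation 380 nm and emission 535 nm, after compounds sit 10 min at room temperature with 10 uM horse-spleen apoferritin in 50% saturated 1-AMA/PBS. Values come from four-parameter Hill fits.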
# RGS4 inh = human RGS4 inhibition | Transcreener GDP fluorescence polarization, RGS4-accelerated GTP hydrolysis | P49798 | Potency, µM (highest dose often 114 µM), without a hit: at the top dose activity change, negative = inhibition, hits mostly inhibitors | AID 504845 | 390,000 tested, 0.039% active; further: potency means the concentration at half of the fitted maximal effect; on the % scale 0 is the no-effect control and ±100 the full control effect; nearly all actives have a fitted effect of over 75% in size; some results filed as inactive show a strong effect at the top dose
# Target sequence (P49798 whole entry, looked up): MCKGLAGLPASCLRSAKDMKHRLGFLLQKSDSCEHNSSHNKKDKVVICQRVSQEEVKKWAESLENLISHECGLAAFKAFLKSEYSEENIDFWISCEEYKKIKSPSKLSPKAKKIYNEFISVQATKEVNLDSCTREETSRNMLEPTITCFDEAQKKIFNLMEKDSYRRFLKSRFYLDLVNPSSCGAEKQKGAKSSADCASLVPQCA
#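 MLSMR compounds (23 nl, pin-transferred) preincubated 10 min at room temperature with a 500nM (2x) first reagent, then RGS4 at 900nM (2x) plus Transcreener GDP mix added; fluorescence polarization (620/688 nm) read before and after 90 min at 30 °C.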
# ERG Ets-DNA blk = blocks human ERG Ets domain binding to DNA. P11308. fluorescence polarization, His-ERG Ets domain / labelled DNA. Potency, µM (titrated, usually from 76.9 µM), for the others: at the highest dose FP activity, negative = inhibition, hits mostly inhibitors. 370,000 tested, 0.028% active. AID 624246; active means well fitted inhibition curve with a large enough effect in the polarisation, with a control signal flat; inconclusive means small, poorly fitted or top-dose-only effect, or effect the other way, or a change in a side signal; inactive means no such curve, though single readings can be large or run the other way; the % refers to the polarisation;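 further: polarization taken with two DNA probes labelled with fluorescein and Texas red; potency means the concentration at half of the fitted maximal effect; % of control where 0% means no effect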
#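 His-tagged ERG Ets domain (1 uM in the protein solution; 300mM KCl, 50mM Tris-HCl, 1mM EDTA, 1mM DTT, pH 7.5) received compound, then a probe mix of 5 nM fluorescein-DNA and 100nM Texas-615-DNA. Fluorescence polarization was read for both dyes.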
# APE1 inh = blocks human APE1 abasic DNA cleavage | P27695 | recombinant APE1, TAMRA/BHQ-2 abasic DNA cleavage fluorescence | Potency, µM (doses to about 65.8 µM), without a hit: top-dose activity change, negative = inhibition, hits mostly inhibitors | 350,000 tested, 0.35% active;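 further: potency means the concentration at half of the fitted maximal effect; plate controls were vehicle for no effect and reference inhibitor for full effect; nearly all actives have a fitted effect of over 55% in size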
#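 Substrate: short duplex with […] THF abasic site, 5'-TAMRA and 3'-BHQ-2, 50 nM final. APE1 at 0.75 nM, preincubated 15 min RT with compound. Fluorescence increase from first to third read measured activity.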
# * = called active by the depositor; ? = inconclusive; . = not tested or not shown; & = joins results of further samples; [ ] = another dose, or the depositor's remark. Unless noted, the call rests on the fitted dose curve; in most records, active means well fitted curve in the direction sought with a large enough effect; inconclusive means small, poorly fitted or top-dose-only effect, or another doubt; inactive means no such curve, though single readings can be large; an effect the other way counts as inactive or inconclusive.
# Start of the data: the first 2 entries, ahead of the listing:
SMILES,POLK inh,POLH inh,LDHA block,ALOX12 inh,POLB inh,Anesthetic bind,RGS4 inh,ERG Ets-DNA blk,APE1 inh
CCCCCn1c(=O)[nH]c2cc(C(=O)NCc3ccc4c(c3)OCO4)ccc2c1=O,3%,-9%,0,0%,-2%,-12%,-13%,7%,-1%
Cc1cccc(OCC(=O)N(Cc2ccc(C)o2)C2CCS(=O)(=O)C2)c1 (stereo not given),-9%,1%,-3,5%,5%,-3%,10%,-7%,-19%

# Main list, previewed entries included:
SMILES,POLK inh,POLH inh,LDHA block,ALOX12 inh,POLB inh,Anesthetic bind,RGS4 inh,ERG Ets-DNA blk,APE1 inh
CCCCCn1c(=O)[nH]c2cc(C(=O)NCc3ccc4c(c3)OCO4)ccc2c1=O,3%,-9%,0,0%,-2%,-12%,-13%,7%,-1%
Cc1cccc(OCC(=O)N(Cc2ccc(C)o2)C2CCS(=O)(=O)C2)c1 (stereo not given),-9%,1%,-3,5%,5%,-3%,10%,-7%,-19%
COc1ccc(S(=O)(=O)n2nc(OC(=O)c3c(-c4ccccc4Cl)noc3C)cc2N)cc1,-8%,-2%,-11,?,-3%,1%,-6%,-4%,-3%
Cn1nnnc1NCc1cccc(Cl)c1Cl,-2%,-9%,-12,-13%,-12%,-16%,10%,-12%,1%
Cc1cc(O)cc(O)c1C(=O)Cc1ccccc1,-12%,-11%,5,6%,32%,-14%,5%,-10%,-9%
CNS(=O)(=O)c1ccc(NC(=O)Nc2ccc3c(c2)OCO3)cc1,-23%,-3%,3,27%,0%,-3%,7%,9%,3%
COc1ccc(Cn2cc([N+](=O)[O-])nc2C)cc1[N+](=O)[O-],0%,-11%,-3,92%[activator],-5%,-6%,-10%,4%,-1%
Cc1ccccc1OCCCn1c(=O)sc2ccccc21,-3%,-20%,-6,41%[activator],19%,-8%,-11%,8%,1%
COc1ccccc1N1CCN(S(=O)(=O)CCNC(=O)CC2CCCCC2)CC1,2%,-16%,-2,9%,.,.,-28%,-3%,30%
Cc1ccc(-n2nc3c(=O)n(C(C)C(=O)NCc4ccco4)nc(C)c3c2C)cc1 (stereo not given),-6%&2%,0%&2%,1&-9,8%&-13%,-17%&0%,-12%&-3%,13%&-8%,7%&5%,51%[activator]
CCOC(=O)c1sc(NC(=O)CSc2nnnn2-c2ccccc2)c(C(=O)OCC)c1C,-9%,3%,-6,.,52%,-8%,9%,-3%,-8%
CCC(=O)NC(c1ccccc1)c1c(OC(C)=O)ccc2ccccc12 (stereo not given),-4%,-13%,-6,-4%,-12%,-7%,17%,-1%,-10%
OCC1(Cc2cccc(F)c2)CCN(Cc2ccc3cccc(F)c3n2)CC1,1%,-18%,2,-9%,19%,-16%,-6%,0%,16%
Cc1ccc(NC(=O)C2CCN(S(C)(=O)=O)CC2)cc1C,-9%[60.1 µM],6%,-5,-5%,-2%,-10%,0%,.,3%
CN(CCNS(=O)(=O)c1ccc2c(c1)oc(=O)n2C)Cc1ccccc1,-6%,-7%,-14,1%[57.4 µM],-10%,-6%,19%,-1%,4%
CCOC(=O)c1cc2sccc2n1CC(=O)Nc1ccc(OC)c(OC)c1,-8%,-17%,-8,2%[57.4 µM],?,?,-16%,-7%,0%
Cc1c(NC(=O)C(C)OC(=O)c2cccs2)c(=O)n(-c2ccccc2)n1C (stereo not given),14%,-8%,-1,-24%,40%,-5%,2%[11.4 µM],5%,2%
CCCn1c(SCC(=O)NCc2ccco2)nc2c1c(=O)n(C)c(=O)n2C,-8%,4%,-2,-23%,-1%,-2%,-28%,4%,3%
CCOc1ccc2cc(C#N)c(SCC(=O)N3CCOCC3)nc2c1,-9%,-4%,-12,0%,0%,2%,-11%,4%,-2%
O=C(Nc1ccc2c(c1)OCO2)C1CC(=O)N(c2ccc(F)cc2)C1 (stereo not given),-12%,-1%,4,0%,19%,5%,15%,4%,15%
COCCn1c(SCC(=O)N2CCCC2)nnc1-c1ccco1,5%,-14%,-1,-4%,17%,1%,-52%,-7%,32%
CCOc1ccc(Br)cc1S(=O)(=O)Nc1ccc(C(=O)Nc2ccccc2OC)cc1,-10%,-7%,-1,2%,-28%,-9%,-2%,24%,3%
CCOC(=O)c1c(C)oc2nc(C)nc(NCCCN3CCN(c4cc(Cl)ccc4C)CC3)c12,2%,3%,-5,-1%,22%,-1%,-14%,-7%,.
c1nc(NC2CCCC2)c2[nH]cnc2n1,2%&4%,-17%,-6&-3,2%,-10%,-9%,14%,-3%,-1%
O=C(C1CCCN(Cc2ccc(F)cc2)C1)N1CCCCC1 (stereo not given),-12%[60.1 µM],-21%,-19,?,12%,-5%,30%,-3%,-10%
Cn1nnnc1SCC(=O)Nc1ccccc1C(=O)NCc1ccccc1,0%,-11%,5,-25%,11%,-8%,2%,13%,0%
O=C(NC1CCCC1)C1CC(=O)N(c2ccccc2)C1 (stereo not given),2%,-8%,-2,-20%,47%,5%,5%,-1%,3%
Cc1sc(NC(=O)C2CCCC2)c(C#N)c1C,7%,-12%,-7,?,-17%,-8%,-45%,4%,1%
CCN(CC)C(=O)[C@H]1CC(CC(=O)NCCC2=CCCCC2)C(=O)N2CCc3c([nH]c4ccccc34)[C@]12C (stereo not given in full),1%,-14%,0,-60%,.,.,16%,0%,-5%
CC(C)(CC(=O)O)CC(=O)N1CCCN(c2nc3ccc(Cl)cc3s2)CC1,-6%,-10%,-11,?,-1%,-5%,16%,7%,-2%
CSc1ccc(CNC(=O)Cn2c(-c3cccs3)cc3cc(F)ccc32)cc1,-2%,-16%,-6,4%,6%,80%[activator],-8%,5%,.
O=C(c1ccco1)N1CCN(c2ccc(S(=O)(=O)N3CCCC3)cc2)CC1,12%,-9%,-1,-7%,0%,-15%,-12%,5%,2%
COc1cc(/C=N/N=C/c2cc(OC)c(O)c(OC)c2)cc(OC)c1O,-18%,-15%,13,-17%,7%,6%,17%,-1%,-4%
Cc1cc(C)n(CC(O)CN2c3ccccc3Sc3ccccc32)n1 (stereo not given),-24%,-10%,-4,?,12%,-16%,3%,1%,-3%
COc1cc(/C=C/C(=O)Nc2cccc(S(=O)(=O)NC3=NCCCCC3)c2)ccc1OCC#N,4%,-17%,7,8%,.,.,?,16%,2%
COC(=O)c1nnn(CC(=O)NC(=O)Nc2cccc(C)c2C)c1C(=O)OC,4%&-8%,-11%&-2%,1&-5,-26%&-3%,-1%&74%,-10%&-12%,-6%&3%,0%&2%,3%
Cn1cc(/C=C/c2cc[n+](C)cc2)c2cc(F)ccc21,-18%,?,7,.,?,98%[activator],-33%,0%,22%
Cc1ccccc1CNC(=O)c1ccc2nc(SCc3ccc(F)cc3)n(C)c2c1,3%,-17%,2,-18%,-4%,30%,8%,2%,.
c1ccc2c(c1)CC1(CCCC1)n1nnnc1-2,-2%,-5%,0,-11%,-34%,-9%,2%,2%,6%
CC(=O)c1cccc(NC(=O)c2oc3c(c2C)-c2nn(Cc4ccc(Cl)cc4)cc2CC3)c1,-4%,-10%,20,?,3%,2%,17%,-1%,.
COc1ccc(/C=C/C(=O)C(C)(C)C)cc1OC,-14%,6%,-11,-2%,26%,-6%,-3%,-7%,-6%
COC(=O)C1=C(C)N(Cc2ccccc2)C(=NCc2ccc3c(c2)OCO3)N[C@H]1c1ccccc1,-14%,-16%,2,?,38%,-4%,0%,-15%,1%&-9%
C[C@@H]1O[C@@H](O[C@@H]2[C@@H](O)[C@H](OCCc3ccc(O)c(O)c3)O[C@H](CO)[C@H]2OC(=O)/C=C/c2ccc(O)c(O)c2)[C@H](O)[C@H](O)[C@H]1O,22µM*,-5%,19,-17%,.,.,2%,0%,8%
COc1ccc([N+](=O)[O-])cc1COc1ccc2c(-c3ccccc3)cc(=O)oc2c1,0%,?,3,7%,0%,-12%,-27%,-3%,1%
COc1ccccc1-c1noc(-c2ccncc2)n1,-6%,-16%,-3,0%,8%,-3%,3%,4%,3%
CC1Cc2ccccc2N1S(=O)(=O)c1cccc(C(=O)N2Cc3ccccc3CC2C(N)=O)c1 (stereo not given),1%,-3%,1,254%[activator],.,.,13%,-2%,7%
Cc1ccccc1Nc1nccc(N(C)C)c1C#N,-7%,-13%,-6,-6%,14%,-3%,-11%,-5%,7%
COc1ccc(/C=C(/NC(=O)c2ccccc2)C(=O)N/N=C/c2ccncc2)c(OC)c1,-17%,-10%,-5,-9%,-10%,?,11%,-3%,-4%
Cc1ccccc1CN1C(=O)c2ccccc2S(=O)(=O)c2ccc(C(=O)OCC3CCCO3)cc21 (stereo not given),7%,-10%,-9,-7%,11%,-10%,17%,1%,.
COCCNC(=S)Nc1cc2oc3ccccc3c2cc1OC,1%,-22%,4,354%[activator],12%,-15%,-2%,5%,15%
CCOC(=O)CN1CCC(c2cc(-c3ccc(Cl)cc3)n[nH]2)CC1,6%,-5%,1,?,41%,-4%,11%,2%,-2%
CC1(C)Cc2cccc(OCC(N)=O)c2O1,1%,-14%,-3,0%,23%,-10%,-44%,1%,0%
CCC(=O)Nc1ccc(NC(=O)CSc2nnnn2C2CCCC2)cc1C,1%,-18%,-8,0%,0%,-7%,-4%,-7%,-10%
O=C(c1ccccc1)N1CCN(C(=O)N2CCCCC2)CC1,-3%,-17%,-9,0%,23%,-5%,-10%,-7%,3%
Cc1cc(C(=O)CSc2nnnn2-c2ccccc2)c(C)n1CCc1ccccc1,-4%,5%,-4,1%,5%,-19%,-27%,4%,0%

# High-throughput results: PubChem BioAssay, National Center for Advancing Translational Sciences (NCATS)

# Some of the compounds tested; rates above refer to the full screens.
